# Screening results (PubChem BioAssay)
# mHTT-CaM PPI inh – inhibitors of human mutant huntingtin-calmodulin interaction; AlphaScreen His-mHTT/GST-CaM binding, luminescence; inhibition, % at 15 µM; 3.6% of 190,000 active; AID 1671202;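 also: 0% = both proteins with DMSO and 100% = one protein alone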
# Target sequence (P42858 whole entry, looked up, stated change not applied): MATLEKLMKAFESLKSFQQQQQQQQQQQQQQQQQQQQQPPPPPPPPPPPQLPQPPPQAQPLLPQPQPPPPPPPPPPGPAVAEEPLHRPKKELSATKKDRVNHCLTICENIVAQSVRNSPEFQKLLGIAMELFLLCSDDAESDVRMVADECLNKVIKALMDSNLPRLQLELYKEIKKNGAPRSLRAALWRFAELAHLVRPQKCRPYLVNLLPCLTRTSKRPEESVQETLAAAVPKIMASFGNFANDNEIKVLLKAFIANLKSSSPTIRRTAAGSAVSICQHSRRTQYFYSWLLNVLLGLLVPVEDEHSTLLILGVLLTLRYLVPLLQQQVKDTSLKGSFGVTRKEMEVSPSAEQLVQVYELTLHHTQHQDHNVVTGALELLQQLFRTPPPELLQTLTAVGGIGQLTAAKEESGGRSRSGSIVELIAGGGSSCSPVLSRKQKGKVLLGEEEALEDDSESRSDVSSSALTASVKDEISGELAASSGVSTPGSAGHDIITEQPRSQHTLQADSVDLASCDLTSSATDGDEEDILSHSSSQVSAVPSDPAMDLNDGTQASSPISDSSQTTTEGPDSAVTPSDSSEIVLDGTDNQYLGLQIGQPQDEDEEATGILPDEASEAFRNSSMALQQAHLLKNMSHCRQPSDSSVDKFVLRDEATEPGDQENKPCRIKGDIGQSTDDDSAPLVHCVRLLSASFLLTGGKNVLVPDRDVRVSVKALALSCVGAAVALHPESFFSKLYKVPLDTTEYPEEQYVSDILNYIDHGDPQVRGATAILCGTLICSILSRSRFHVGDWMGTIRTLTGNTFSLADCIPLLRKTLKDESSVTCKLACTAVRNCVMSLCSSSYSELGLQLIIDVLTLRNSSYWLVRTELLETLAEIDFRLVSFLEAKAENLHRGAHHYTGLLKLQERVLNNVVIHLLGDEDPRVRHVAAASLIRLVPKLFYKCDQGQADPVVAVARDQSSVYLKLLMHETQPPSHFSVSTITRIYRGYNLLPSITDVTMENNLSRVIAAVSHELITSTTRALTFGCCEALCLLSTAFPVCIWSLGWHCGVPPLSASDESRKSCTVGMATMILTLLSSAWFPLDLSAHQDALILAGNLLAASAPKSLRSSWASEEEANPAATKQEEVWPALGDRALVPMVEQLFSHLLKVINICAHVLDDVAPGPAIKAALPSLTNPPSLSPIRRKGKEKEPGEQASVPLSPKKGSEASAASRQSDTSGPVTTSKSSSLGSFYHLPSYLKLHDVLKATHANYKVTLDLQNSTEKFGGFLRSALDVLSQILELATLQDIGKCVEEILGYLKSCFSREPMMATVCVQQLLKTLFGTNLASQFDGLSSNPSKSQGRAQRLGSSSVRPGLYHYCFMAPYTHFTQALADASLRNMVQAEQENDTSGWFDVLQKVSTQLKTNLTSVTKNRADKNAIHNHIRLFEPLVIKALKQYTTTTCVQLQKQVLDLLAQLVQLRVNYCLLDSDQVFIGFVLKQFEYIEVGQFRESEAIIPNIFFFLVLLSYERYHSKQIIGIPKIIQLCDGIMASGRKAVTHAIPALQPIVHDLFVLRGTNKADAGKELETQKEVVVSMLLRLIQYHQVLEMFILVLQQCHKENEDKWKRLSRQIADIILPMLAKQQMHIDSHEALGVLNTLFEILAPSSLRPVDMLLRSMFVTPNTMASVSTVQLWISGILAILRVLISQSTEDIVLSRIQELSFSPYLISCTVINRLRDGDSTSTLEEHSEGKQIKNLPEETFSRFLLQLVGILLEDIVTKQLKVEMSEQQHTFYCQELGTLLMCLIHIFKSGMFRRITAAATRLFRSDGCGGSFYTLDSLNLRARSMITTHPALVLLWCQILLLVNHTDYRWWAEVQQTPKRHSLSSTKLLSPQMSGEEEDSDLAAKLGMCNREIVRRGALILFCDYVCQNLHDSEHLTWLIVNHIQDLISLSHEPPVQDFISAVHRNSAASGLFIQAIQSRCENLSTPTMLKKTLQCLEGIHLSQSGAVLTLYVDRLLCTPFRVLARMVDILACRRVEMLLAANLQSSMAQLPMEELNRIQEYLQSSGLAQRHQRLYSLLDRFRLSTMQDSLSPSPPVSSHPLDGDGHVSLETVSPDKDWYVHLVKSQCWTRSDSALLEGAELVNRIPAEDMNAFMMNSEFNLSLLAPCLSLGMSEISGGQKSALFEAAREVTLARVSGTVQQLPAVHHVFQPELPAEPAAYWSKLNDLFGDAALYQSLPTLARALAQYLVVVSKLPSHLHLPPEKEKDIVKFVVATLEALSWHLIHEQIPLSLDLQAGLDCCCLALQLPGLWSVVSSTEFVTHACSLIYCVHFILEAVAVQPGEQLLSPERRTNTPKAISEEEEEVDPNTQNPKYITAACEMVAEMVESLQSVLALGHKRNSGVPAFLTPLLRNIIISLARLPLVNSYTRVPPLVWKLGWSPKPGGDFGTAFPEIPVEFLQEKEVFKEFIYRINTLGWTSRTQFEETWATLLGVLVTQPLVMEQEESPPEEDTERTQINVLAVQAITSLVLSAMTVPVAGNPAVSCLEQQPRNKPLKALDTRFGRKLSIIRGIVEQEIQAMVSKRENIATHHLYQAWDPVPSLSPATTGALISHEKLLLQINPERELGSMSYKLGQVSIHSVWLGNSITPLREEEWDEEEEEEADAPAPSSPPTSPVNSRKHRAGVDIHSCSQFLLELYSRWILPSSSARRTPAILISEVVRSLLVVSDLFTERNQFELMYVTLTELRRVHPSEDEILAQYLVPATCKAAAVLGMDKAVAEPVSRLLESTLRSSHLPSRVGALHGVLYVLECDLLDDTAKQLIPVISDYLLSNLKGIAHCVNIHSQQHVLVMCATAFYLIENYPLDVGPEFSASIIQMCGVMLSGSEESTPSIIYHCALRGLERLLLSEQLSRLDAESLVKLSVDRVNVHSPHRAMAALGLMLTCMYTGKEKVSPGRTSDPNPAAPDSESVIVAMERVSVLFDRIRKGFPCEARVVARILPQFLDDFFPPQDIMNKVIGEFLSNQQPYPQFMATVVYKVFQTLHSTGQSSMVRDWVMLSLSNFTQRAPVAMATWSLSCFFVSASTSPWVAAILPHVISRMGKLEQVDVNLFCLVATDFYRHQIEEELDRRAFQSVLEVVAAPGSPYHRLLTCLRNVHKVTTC
# Pf apPOL block – Pf-apPOL DNA polymerase inhibition. Recombinant Pf-apPOL, molecular beacon fluorescence, 1.5 h. inhibition, % at 10 µM. 0.25% of 210,000 active. AID 1794808
# * = called active by the depositor; · = no result given. Rule as the data show it: active = inhibition above about 50%; inactive = the rest. Rows were taken by chance. About 3.5% of those tested had a hit in this group.
SMILES,mHTT-CaM PPI inh,Pf apPOL block
COc1ccc(N(CCC#N)S(=O)(=O)c2cccc3nsnc23)cc1,2,5
Cc1c(O)ccc2c1OC(=CN1CCC3(CC1)OCCO3)C2=O,6,-1
CCN1C(=O)C2(C(C#N)=C(N)Oc3n[nH]c(-c4ccncc4)c32)c2ccccc21 (stereo not given),7,-22
Cc1cccc2sc(NC(=O)CNS(=O)(=O)c3ccc(Br)s3)nc12,4,4
NC(=O)N1CCCCCC1=NO,·,-6
Cc1sc2ccn(C)c(=O)c2c1C(=O)NCc1ccc(Cl)cc1,23,2
Cc1c(-c2ccnn2S(C)(=O)=O)sc2ccc(Cl)cc12,·,-8
COc1ccc(OC)c(CN2CCC(N3CCCCC3)CC2)c1,-4,1
O=C(c1ccc(NS(=O)(=O)c2cccc(C(F)(F)F)c2)cc1)N1CCCC1,-3,-4
NNC(=O)CS(=O)(=O)Cc1ccc(-c2csnn2)cc1,·,7
CCN1CCN(C(=O)C2CC(c3ccccc3F)=NO2)CC1 (stereo not given),-9,-1
CCC1CN(C(=O)Nc2cccc(Br)c2)c2ccccc2O1 (stereo not given),-38,1
CCn1c(=O)c(N2CCN(C(=O)CCc3ccccc3)CC2)nc2ccccc21,-7,-9
CC1(C)CC(=O)C2=C(C1)OC(N)=C(C#N)C21C(=O)N(CO)c2ccccc21 (stereo not given),-1,7
O=C(C1CC1)N1CCCN(Cc2noc(-c3ccccc3)n2)CC1,1,0
Cc1ccc2nc(/C(C#N)=C/c3cccc(O)c3)[nH]c2c1,70*,-4
Cc1sc2nc3n(c(=O)c2c1C)CCC3,-1,·
O=C(NCCO)/C(=C\c1ccc2c(c1)OCO2)NC(=O)c1ccc(Br)cc1,0,2
Cc1ccc(C(=O)N2CCC(O)(c3ccccc3)C(N(C)C)C2)cn1 (stereo not given),-2,-6
CN(C)CCn1ccc2ccn(CC(=O)NCc3ccccc3)c(=O)c21,-2,-2
Cn1c(/C=C/c2cccs2)c([N+](=O)[O-])c(=O)n(C)c1=O,1,-9
CN1CCN(C(=O)c2csc(N3CCN(c4cccc(Cl)c4)CC3)n2)CC1,33,-1
Cc1nc2cc(N3CC(C(=O)Nc4cccc(F)c4)CC3=O)ccc2o1 (stereo not given),5,-2
CC1CCN(C(=O)C2CC(c3ccccc3F)=NO2)CC1 (stereo not given),-9,-1
Cc1ccc(S(=O)(=O)CCC(=O)Nc2cc(F)ccc2F)cc1,-5,-1
COC(=O)c1n[nH]nc1C(=O)OC,·,3
N=c1n(Cc2ccccc2)c2ccccc2n1CC(O)COc1ccccc1 (stereo not given),0,-4
O=C(NCc1cccnc1)c1cc(S(=O)(=O)N2CCOCC2)c(Cl)cc1Cl,-4,-96
Cc1ccc(-c2nnc(N3CCC(C(=O)NC4CCCCCC4)CC3)o2)cc1,4,1
C=CCN(CN1C(=O)C2CC=C(Cl)CC2C1=O)CN1C(=O)C2CC=C(Cl)CC2C1=O (stereo not given),3,-4
O=S(=O)(c1ccc(Cl)cc1)N1CCN(c2nc3ccccc3[nH]2)CC1,-5,0
CCS(=O)(=O)Nc1ccc(Oc2ccc(C)nn2)cc1,2,-6
O=C(NC1CC1)C1CCN(S(=O)(=O)c2ccc3[nH]c4c(c3c2)CCCCC4)CC1,24,-4
Cc1ccc(CNC(=O)Cn2cc3c(n2)CCCCCC3)cc1,-6,-1
Cc1ccc(-n2ncc3c(NCCO)ncnc32)c(C)c1,12,5
COCCCNC(=O)C1CCN(c2cncnc2N(C)C)CC1,-3,-3
COc1cccc2cc(C(=O)Nc3nc(-c4ccc(Cl)cc4)c(C)s3)c(=O)oc12,0,2
CSc1ccc(CNC(=O)c2ccc3c(c2)NC(=O)C2CCCCN32)cc1 (stereo not given),8,2
CCCCC(=O)Nc1ncn[nH]1,25,1
COc1ccc(C)cc1NC(=O)Cn1ccc2ccn(C)c2c1=O,5,-2

# Copied from the results shown for reference:
SMILES,mHTT-CaM PPI inh,Pf apPOL block
Cn1c(/C=C/c2cccs2)c([N+](=O)[O-])c(=O)n(C)c1=O,1,-9
CN1CCN(C(=O)c2csc(N3CCN(c4cccc(Cl)c4)CC3)n2)CC1,33,-1
Cc1nc2cc(N3CC(C(=O)Nc4cccc(F)c4)CC3=O)ccc2o1 (stereo not given),5,-2
CC1CCN(C(=O)C2CC(c3ccccc3F)=NO2)CC1 (stereo not given),-9,-1

# Remaining list, next part
SMILES,mHTT-CaM PPI inh,Pf apPOL block
Cc1ccccc1CSCc1ccc(C(=O)NCc2cccnc2)o1,10,10
Cc1cc(C(=O)N2CCCn3nc(-c4ccncc4)cc3C2)no1,-6,-4
COc1ccc(-c2ccc3nc(N4CCC(C(=O)NCCN(C)C)CC4)sc3n2)cc1,19,4
COc1ccccc1N1CCN(C(=O)c2ccc(OCc3nc(C4CC4)cs3)cc2)CC1,46,-26
CCOc1ccc(NC2CC(=O)N(c3cccc(C(F)(F)F)c3)C2=O)cc1 (stereo not given),1,-2
COc1ccc(C2C(C(=O)Nc3ccccn3)CCC(=O)N2c2ccc(OC)cc2)cc1 (stereo not given),13,-9
COCCn1c(=N)c(C(=O)NCC2CCCO2)cc2c(=O)n3ccccc3nc21 (stereo not given),3,-2
CCn1c(=O)c(N2CCN(S(=O)(=O)c3ccc(C)c(Cl)c3)CC2)nc2ccncc21,24,8
COCCCNC(=O)c1cc(S(=O)(=O)N2CCC3(CC2)OCCO3)ccc1F,-4,-2
O=C(/C=C/c1ccccc1)NCc1ccc2c(c1)OCO2,-8,-4
Cc1nn(CC(=O)c2ccc(Cl)cc2Cl)c(C)[n+]1N,-3,-2
COc1cccc(CNCc2ccc(F)cc2)c1OC,-5,0
CCCC(C)C(=O)N1CC2CN(S(=O)(=O)c3ccccc3)CC(C1)O2 (stereo not given),-5,-5
COc1ccc(NC(=O)C2CCCN(C(=O)c3cc(C)cc(C)c3)C2)cc1Cl (stereo not given),0,2
CC1(C)C2CCC1(C)C(NC(=O)CCOCCC(N)=O)C2 (stereo not given),-9,·
COCCC(=O)N1CCCn2nc(-c3ccc(C(F)(F)F)cc3)cc2C1,5,-14
C=CCNC(=O)c1ccc(CN2C(=O)C3CCCN3C(=O)c3ccccc32)cc1 (stereo not given),5,-3
Nc1c(C(=O)NCc2ccc3c(c2)OCO3)nnn1-c1ccc(OC(F)(F)F)cc1,1,-1
Cc1ccc(C(=O)Nc2ccc(C)cc2Br)cc1,-23,-6
CC(C)CCNC(=O)CSC1=Nc2ccccc2C2=NCC(=O)N12,9,-2

# Single records (already shown).
# COCCCNC(=O)c1cc(S(=O)(=O)N2CCC3(CC2)OCCO3)ccc1F as listed: mHTT-CaM PPI inh: -4; Pf apPOL block: -2
# C=CCNC(=O)c1ccc(CN2C(=O)C3CCCN3C(=O)c3ccccc32)cc1 (stereo not given) as listed: mHTT-CaM PPI inh: 5; Pf apPOL block: -3

# Further results:
SMILES,mHTT-CaM PPI inh,Pf apPOL block
O=C(c1ccc(F)cc1Cl)N(Cc1ccsc1)Cc1ccco1,-9,-1
CCS(=O)(=O)N1N=C(c2cccs2)CC1c1ccc2nccnc2c1 (stereo not given),13,-36
CCc1[nH]nc(-c2ccc(Cl)cc2)c1NC(=O)C(C)(C)C,17,0
CCn1ccc2sc(C)c(C(=O)NCc3cccc(C)c3)c2c1=O,16,1
O=C(O)C1CCC(N2C(=O)c3cccc([N+](=O)[O-])c3C2=O)CC1 (stereo not given),-4,-1
COc1cccc(-c2cc(C3CCN(C(=O)Nc4ccc5c(c4)OCCO5)CC3)[nH]n2)c1,38,2
O=[N+]([O-])c1cccc(-c2nnc3c4cnn(-c5ccc(F)cc5)c4ncn23)c1,-4,2
COCCN=C1Nc2ccccc2CNC12CCN(C(=O)c1cc(Cl)ccc1F)C2 (stereo not given),22,-3
CN1c2ccccc2C(=O)NC12CCN(C(=O)NCCc1ccccc1)CC2,2,-7
O=C(Nc1ccc(O)c(-c2nc3ccccc3s2)c1)c1ccc2c(c1)OCCO2,-6,0
O=C(O)C1CC(=O)N(CCc2ccccc2)C(=Nc2ccc(F)cc2)S1 (stereo not given),2,-1
CC(=O)N(C)c1ccc(NC(=O)CN2C(=O)c3ccccc3C2=O)cc1,-5,-1
Cc1nc(N2CCC(C)CC2)c2c(C)c(C(=O)Nc3ccc(F)cc3)sc2n1,0,-4
COc1ccc(OC)c(-c2[nH]ncc2CN2CCCC2c2cc(C)no2)c1 (stereo not given),13,0
COc1ccc(CC(=O)N2CCN(c3ccc(Nc4ccncc4)nn3)CC2)cc1,0,-4
O=C(c1ccc(OCC2CCCN(C(=O)c3ccc(F)cc3)C2)cc1)N1CCOCC1 (stereo not given),11,-2
O=C(O)c1cc2c3c(c1)C1C=CCC1C(c1ccccc1F)N3CC1CC=CC21 (stereo not given),70*,-7
CCOc1cccc2cc(C(=O)NC(C)=O)c(=Nc3ccc(Cl)cc3Cl)oc12,0,1
COc1ccccc1C(=O)Nc1nnc(-c2ccccc2)s1,4,-3
COc1cc(NC(=O)C(C)(C)Oc2ccc(Cl)cc2)c(OC)cc1Cl,-12,0
COc1ccc(-n2nc3c(c2NC(=O)c2cc(Cl)ccc2Cl)CSC3)cc1,30,7
Cn1ccc2c(N3CCCCCC3)cc3c(c21)C1CCC3C1 (stereo not given),63*,-3
COc1ccc(CCNC(=O)CSc2ncccc2-c2nc3ccccc3[nH]2)cc1OC,10,-12
C=CCc1ccc(OCCCOc2ccc(C=O)cc2)c(OC)c1,-34,-6
CC(=O)c1cc2c(ccc3ccccc32)oc1=O,0,4
O=C(NCC1CCN(C(=O)Oc2ccccc2)CC1)c1nc2ccccc2s1,2,-14
O=C(Nc1cccc([N+](=O)[O-])c1)c1ccc(F)cc1,-3,-6
CC(=O)N1c2ccc(S(=O)(=O)NCc3ccccn3)cc2CC1C (stereo not given),-6,-6
COc1ccc(C2C=C(c3ccc(C)cc3)Nc3nnnn32)c(OC)c1 (stereo not given),8,-1
COc1ccccc1C(=O)Nc1nnc(C2CC(=O)N(c3ccc(Cl)cc3)C2)o1 (stereo not given),32,-2
CC1=NN(c2c(C)cc(S(=O)(=O)O)cc2Cl)C(=O)C1,-3,-8
O=C(Cc1cccs1)N1CCCN(c2cc(-c3ccc4c(c3)OCO4)[nH]n2)CC1,30,-2
Cc1cc(O)c(CN2CCOCC2)c2c1C(=O)C(=Cc1ccncc1)O2,4,-8
Cc1ccc(C(=O)c2cc(Cl)cc(Cl)c2)c(C)c1,·,-13
COCCNC(=O)C1(C)CCC(=O)N1c1ccc(C)cc1C (stereo not given),1,-2
NC(=Nc1ccc(Br)cc1)c1ccccc1,2,-6
COc1ccc(CN=Cc2[nH]c3ccc(Br)c(Cl)c3c2O)cc1,69*,5
CCOC(=O)C1CCN(Cc2cc(=O)oc3cc4c(cc23)CCC4)CC1,-11,4
O=C(Nc1cccc(F)c1)c1cc2n(n1)CCCN(Cc1ccc(F)cc1)C2=O,9,9
CCN1C(=O)CCc2cc(C(=O)NC3CCCCC3)ccc21,-2,2
Cc1ccc(/C=c2\sc3nc(-c4ccncc4)nn3c2=O)cc1,-3,-30
CC1=C(C(=O)OCCc2ccccc2)C(c2coc3ccc(C)cc3c2=O)C2=C(CCCC2=O)N1 (stereo not given),3,-4
COCC(=O)NCc1cccnc1-c1ccc(F)cc1,-4,-6
Cc1cccc(NC(=O)CC23CC4CC(CC(Br)(C4)C2)C3)c1C,-4,-8
COc1ccc(O)c(C=NCC(C)N=Cc2cc(OC)ccc2O)c1 (stereo not given),24,-2
O=C(NCc1cccnc1)NC1(C(F)(F)F)Oc2ccccc2O1,1,-4
COc1cccc(NC(=O)C2CCN(c3cc(N4CCCCC4)ncn3)CC2)c1,24,0
CCOC(=O)[C@@H](N)Cc1ccc(O)c(O)c1,·,3
Nc1c(C(=O)Nc2ccccc2Br)sc2nc(-c3cccs3)ccc12,-2,-3
COc1ccccc1NC(=O)CSc1nc2c(cc1C#N)CCC2,-2,-6
Cc1c(N)cc(C(=O)O)cc1[N+](=O)[O-],6,-15
COc1cc(NCc2cc(OC)c(O)c([N+](=O)[O-])c2)cc(OC)c1,65*,3
O=C(Nc1c2c(nn1-c1ccc([N+](=O)[O-])cc1)CS(=O)(=O)C2)c1ccc(F)cc1,8,-3
O=C1/C(=C/c2ccc(C(F)(F)F)cc2)Cc2ccccc21,-6,-5
Cc1ncn(CC(=O)N2CCC(c3nnc(-c4ccco4)s3)CC2)c(=O)c1C,-3,0
Cc1c(N=C2C(=O)N(CN3CCCC(C)C3)c3ccccc32)c(=O)n(-c2ccccc2)n1C (stereo not given),5,-1
COc1ccc(OC)c(C=C2Oc3c(ccc4c3CN(Cc3ccncc3)CO4)C2=O)c1,16,-5
CCN1c2cc(C(=O)NCc3ccccc3)ccc2C(=O)N2CCCCC21 (stereo not given),11,0
CCOC(=O)CC(NC(=O)c1cc2cc(Br)cc(OC)c2oc1=O)c1ccc(OC)cc1 (stereo not given),3,-5
Cc1nc(C)c2c(n1)N(CCN1CCOCC1)C(=O)CC2,-5,-3

# Next section, overlapping the part above by 3 compounds.
SMILES,mHTT-CaM PPI inh,Pf apPOL block
CCN1c2cc(C(=O)NCc3ccccc3)ccc2C(=O)N2CCCCC21 (stereo not given),11,0
CCOC(=O)CC(NC(=O)c1cc2cc(Br)cc(OC)c2oc1=O)c1ccc(OC)cc1 (stereo not given),3,-5
Cc1nc(C)c2c(n1)N(CCN1CCOCC1)C(=O)CC2,-5,-3
O=C(C1CC(=O)N(c2ccccc2)C1)N1CCC(Cc2ccccc2)CC1 (stereo not given),2,-5
Cc1ccc(Cl)cc1NC(=O)CN1CCC(c2nc(-c3ccccc3)no2)CC1,-3,-8
CCn1cc(CC(=O)NC(C)C)c2cccnc21,-16,4
O=C(N1CCC(CSC2=NCCS2)CC1)C12CC3CC(CC(C3)C1)C2,0,-6
